bIAP inhibitor: blocks bovine intestinal alkaline phosphatase activity. purified bovine IAP, CDP-star luminescence, 30 min. inhibition, % at 20 µM. 190,000 tested, under 10 active;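 active = over 50% inhibition of intestinal alkaline phosphatase at 20 µM in the single-dose screen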
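Incubation: 30 min reaction at room temperature / Material: purified bovine intestinal alkaline phosphatase (IAP) enzyme / Input: enzyme at 1/65,000,000 dilution / Dosing: 20 µM single dose / Signal: CDP-star luminescence signal / Reagent: CDP-star chemiluminescent phosphatase substrate, 30 µM final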
L major viab: inhibitors of Leishmania major promastigote growth. Leishmania major promastigotes, resazurin fluorescence viability. inhibition, % at 10 µM. 200,000 compounds, 9% hits; in the data active = inhibition above about 50%;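 also: promastigotes grown with compound for 44 hours at 28 °C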
PPARg SRC-3 ag: PPARgamma-driven SRC-3 recruitment agonism. P37231. biochemical PPARgamma/SRC-3 coactivator recruitment assay. activation, % at 8 µM. 200,000 compounds, 0.26% hits. AID 731; in the data active = activation above about 23%;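 also: 0% = DMSO and 100% = reference agonist; some compounds past the cut are filed as inactive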
Target sequence (P37231 whole entry, looked up): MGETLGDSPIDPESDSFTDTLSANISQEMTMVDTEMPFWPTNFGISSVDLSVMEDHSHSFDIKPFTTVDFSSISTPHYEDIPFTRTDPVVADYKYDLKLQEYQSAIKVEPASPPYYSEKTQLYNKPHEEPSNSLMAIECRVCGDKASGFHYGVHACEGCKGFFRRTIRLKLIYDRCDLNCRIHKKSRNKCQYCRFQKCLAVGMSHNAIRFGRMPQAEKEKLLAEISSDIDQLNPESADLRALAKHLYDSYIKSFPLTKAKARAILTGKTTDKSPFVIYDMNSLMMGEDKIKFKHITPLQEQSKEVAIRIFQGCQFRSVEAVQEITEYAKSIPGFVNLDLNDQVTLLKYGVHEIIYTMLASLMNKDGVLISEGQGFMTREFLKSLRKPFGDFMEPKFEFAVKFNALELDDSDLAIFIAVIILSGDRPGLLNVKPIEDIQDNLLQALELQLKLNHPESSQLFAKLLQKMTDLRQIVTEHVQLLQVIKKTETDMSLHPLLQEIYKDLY
RAM network inh: yeast RAM network inhibition; S. cerevisiae dse1pr::URA3 reporter, 5-FOA growth OD615, 2 d; analog-sensitive cbk1-as2 kinase mutant strain; 190,000 compounds, 1.8% hits; inhibition, % at 50 µM;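 active = inhibition above a set limit, 3 SD over mean compound inhibition, cut at about 8.4% in these data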;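 also: 0% = DMSO-only wells with no growth and 100% = 10 µM 1-NA-PP1 full growth; inhibition rescues growth on 5-FOA so higher OD means more RAM inhibition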
PPARg SRC2 recr: agonists of SRC-2 recruitment by human PPARgamma | P37231 | PPARgamma LBD-SRC-2 recruitment, biochemical | activation, % at 8 µM | 200,000 compounds, 0.34% hits | AID 1032; in the data active = activation above about 22%;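 also: 0% = vehicle and 100% = reference agonist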
Redox H2O2 prof: compounds producing H2O2 with reducing agent – biochemical, NIH compound library profiling, artefact control for MLSCN library redox annotation, primary screen. DTT-dependent redox cycling H2O2, phenol red/HRP absorbance; 100% = 100 µM peroxide control, 0% = buffer. activation, % at 10 µM. 200,000 compounds, 0.03% hits;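 active = activation of at least 50% relative to the plate's high and low controls in the primary single-dose screen; inactive = activation below 50%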;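 also: compound incubated with DTT at 0.8 mM final as the reducing agent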
TR-FRET SRC-2 ct: counter-screen for PPARgamma SRC-2 recruitment agonists: TR-FRET artefact; 200,000 compounds, 0.4% hits; TR-FRET ratio at 8 µM; AID 1049; active compounds read high; in the data active = TR-FRET ratio above about 2000; also: inactives centre near 1500; reference of the scale not given here
Efa HMGR inh: E. faecalis class II HMG-CoA reductase inhibition | inhibition, % at 10 µM | AID 1066 | purified E. faecalis HMGR, NADPH absorbance 340 nm kinetic | 190,000 compounds, 0.41% hits;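 active = inhibition above a set limit, the median over all tested compounds plus 3 SD, cut at about 9.5% in these data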;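 also: enzyme runs in reverse so mevalonate oxidation gives rising NADPH absorbance; 0% = complete reaction with DMSO and 100% = background rate lacking mevalonate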
PPARg SRC1 recr: agonists of human PPARgamma SRC-1 coactivator recruitment | P37231 | PPARgamma-SRC-1 coactivator recruitment biochemical assay | activation, % at 8 µM | 200,000 compounds, 0.41% hits | AID 631; in the data active = activation above about 19%;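 also: 0% = DMSO and 100% = reference agonist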
S1P3 antagonist: blocks the human S1P3 receptor. CHO S1P3 NFAT-BLA reporter, FRET fluorescence, antagonist mode. inhibition, % at 4.98 µM. 170,000 compounds, 0.27% hits;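 active = inhibition above the plate cutoff, the mean inhibition of test wells on that plate plus 3 SD, cut at about 28% in these data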;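 also: cells challenged with S1P at its EC80 of 0.8 µM; blue over green emission ratio from cleaved BLA substrate after 4 h stimulation; 0% = S1P-stimulated wells and 100% = unstimulated DMSO-only wells; some compounds past the cut are filed as inactive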
Target sequence (Q99500 whole entry, looked up): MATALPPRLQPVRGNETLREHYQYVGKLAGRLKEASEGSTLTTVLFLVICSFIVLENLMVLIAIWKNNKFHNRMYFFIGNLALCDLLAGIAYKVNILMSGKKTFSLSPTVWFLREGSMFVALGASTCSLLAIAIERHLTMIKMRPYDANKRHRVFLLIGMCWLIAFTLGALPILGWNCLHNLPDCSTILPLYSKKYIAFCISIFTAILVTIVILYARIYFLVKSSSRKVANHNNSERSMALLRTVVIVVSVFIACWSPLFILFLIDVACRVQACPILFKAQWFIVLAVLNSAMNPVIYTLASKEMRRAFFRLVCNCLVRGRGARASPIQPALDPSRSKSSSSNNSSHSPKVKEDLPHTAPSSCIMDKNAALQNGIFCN
ROMK primary: modulators of human ROMK potassium channel. B-score at 10 µM. Tet-inducible ROMK, thallium flux fluorescence; actives lie on both sides. 130,000 compounds, 2% hits. P48048;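 active = signal ratio slope over the read window, or its plate-corrected B-score, at least 3 SD from the plate mean, either direction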;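 also: B-score of the F/F0 ratio slope over 7 to 12 s after thallium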
* = called active by the depositor; / = no result given. Compounds as they come. Share with any hit: about 13%.

Below each compound – bIAP inhibitor	L major viab	PPARg SRC-3 ag	RAM network inh	PPARg SRC2 recr	Redox H2O2 prof	TR-FRET SRC-2 ct	Efa HMGR inh	PPARg SRC1 recr	S1P3 antagonist	ROMK primary
- O=C(NC1CC1)c1cc2c(s1)-c1ccccc1OC2
 : 11	8	-2	0.8	-7	-1.2	1579	-5	2	2	/
- O=C(NCc1ccc2c(c1)OCO2)c1cc2ccccc2o1
 : 45	-5	-4	-0.7	-1	0.0	1498	-5	-4	/	0.22
- C#CCOCCOCCOCCNc1nc(N2CCN(C(=O)Cn3cc(CCCN=C(N)N)nn3)CC2)nc(N2CCN(C(=O)[C@H]([C@@H](C)CC)n3cc(CCCN=C(N)N)nn3)CC2)n1
 : -1	-5	0	-0.1	-2	0.1	1364	3	-3	-9	-0.79
- COc1ccc(CCN(Cc2nc3ccccc3c(=O)[nH]2)C(=O)C2CC2)cc1
 : -6	-5	-2	-0.5	0	-0.1	1591	3	2	-4	/
- Cc1c(NC(=O)Cn2nc(C(F)(F)F)c3c2CCCC3)c(=O)n(-c2ccccc2)n1C
 : 12	-6	-4	1.9	-1	0.6	1379	-1	-1	-26	/
- CS(=O)c1ccccc1O (stereo not drawn)
 : 4	-4	2	-0.7	-1	-1.7	1463	-2	-1	-25	0.51
- Cc1ccsc1C(=O)OCC(=O)N1CC(=O)Nc2ccccc21
 : -10	-7	-5	3.6	-2	1.2	1569	0	3	-38	/
- COc1cc(OC)cc(OCC(O)Cn2ccnc2)c1 (stereo not drawn)
 : 3	-5	-7	1.1	-3	0.4	1575	-8	0	-11	0.75
- O=C(c1cn(-c2ccc(Cl)c(Cl)c2)nn1)C1CC1
 : -2	-9	8	4.2	-1	-0.8	1714	3	5	-6	-0.042
- CCc1nnc(NC(=O)C2CCCN(S(=O)(=O)c3ccc(OC)cc3)C2)s1 (stereo not drawn)
 : -11	-2	-1	3.7	11	0.2	1472	3	3	9	0.095
- Cc1csc(NC(=O)NC2(C(F)(F)F)Oc3ccccc3O2)n1
 : 6	2	6	1.6	0	0.4	1553	-6	0	/	0.14
- O=C(CN1CCc2ccccc2C1)N1CCN(S(=O)(=O)c2ccccc2)CC1
 : -14	90*	6	-0.2	-3	-0.4	1655	2	5	-28	/
- O=C(Cn1nnc(-c2ccccc2-n2cnnn2)n1)N1CCCCC1
 : 8	-3	15	-0.5	16	2.6	1654	-6	8	-17	/
- O=C(c1cc([N+](=O)[O-])ccc1N1CCOCC1)N1CCOCC1
 : 46	-5	1	1.4	2	-0.4	1631	-4	6	-12	-0.26
- Cc1cc2cc(CN(CCN(C)C)C(=S)NCc3ccco3)c(=O)[nH]c2cc1C
 : -28	13	-2	0.6	-2	-0.6	1486	-1	-6	-13	-3.7*
- Cc1cc(NS(=O)(=O)c2ccc(NC(=O)COc3ccccc3C(C)C)cc2)no1
 : 15	-7	11	2.8	8	-0.6	1526	1	10	-16	/
- COc1ccc(N2C(=O)C(Cc3ccccc3)NC2=S)cc1 (stereo not drawn)
 : -3	-1	5	-0.2	-1	-2.0	1585	-6	3	-8	-0.026
- CCOc1ccc(C2C(C(=O)c3ccc(C)o3)=C(O)C(=O)N2CCN2CCOCC2)cc1OC (stereo not drawn)
 : 4	10	4	-0.5	-1	-1.0	1405	3	2	/	1.8*
- COc1ccc(OC)c(S(=O)(=O)N2CCC(C(=O)NCCc3ccc(OC)c(OC)c3)CC2)c1
 : -12	20	-10	0.3	-5	2.2	1490	4	6	12	/
- CCC(=O)NCC(c1cccs1)N1CCOCC1 (stereo not drawn)
 : 6	-4	3	0.2	10	1.6	1561	-7	8	-10	/
- Cc1oc(C(C)(C)C)cc1C(=O)Nc1cccc(/C=C/C(=O)O)c1
 : 5	-4	1	8.4*	-4	-3.2	1408	-3	4	/	/
- O=C(NCCc1nc2ccccc2[nH]1)c1ccco1
 : 16	0	14	1.8	6	-0.6	1621	-1	-4	-40	/
- Cc1c(C(=O)NCCSCc2ccccc2Cl)cccc1[N+](=O)[O-]
 : 18	33	3	0.8	2	1.5	1393	2	2	/	/
- COCCCNC(=O)C1CC(=O)N(CCc2ccc(OC)c(OC)c2)C1 (stereo not drawn)
 : 0	-3	0	1.0	-3	-0.1	1654	0	-2	-40	0.18
- O=C1CC(/C=C/c2ccco2)=Nc2ccccc2N1
 : 2	-1	3	1.9	5	-0.6	1610	2	-3	3	/
- COCc1nnc(N)s1
 : 11	35	-7	3.1	-2	2.4	1443	-4	6	-9	0.27
- COc1ccc(CCNC(=O)CSc2ccc(-c3ccccc3)nn2)cc1OC
 : -10	6	8	1.5	5	2.2	1598	1	-7	/	/
- N#Cc1ccccc1CN1C(=O)NC(Cc2c[nH]c3ccccc23)C1=O (stereo not drawn)
 : -11	4	5	0.9	1	-0.7	1493	4	9	-15	1.8
- O=C(Nc1ccc(Cl)c(C(F)(F)F)c1)c1ccco1
 : 20	31	8	-0.7	5	2.5	1785	1	8	2	/
- Cc1ccc(C)c(N(CC(=O)NCc2ccco2)C(=O)CCC(=O)Nc2ccccn2)c1
 : 13	53*	0	-0.9	-2	1.5	1402	2	2	3	/

Filtered by structure: the entries above with a CF3 group
Below each compound – bIAP inhibitor	L major viab	PPARg SRC-3 ag	RAM network inh	PPARg SRC2 recr	Redox H2O2 prof	TR-FRET SRC-2 ct	Efa HMGR inh	PPARg SRC1 recr	S1P3 antagonist	ROMK primary
- Cc1c(NC(=O)Cn2nc(C(F)(F)F)c3c2CCCC3)c(=O)n(-c2ccccc2)n1C
 : 12	-6	-4	1.9	-1	0.6	1379	-1	-1	-26	/
- Cc1csc(NC(=O)NC2(C(F)(F)F)Oc3ccccc3O2)n1
 : 6	2	6	1.6	0	0.4	1553	-6	0	/	0.14
- O=C(Nc1ccc(Cl)c(C(F)(F)F)c1)c1ccco1
 : 20	31	8	-0.7	5	2.5	1785	1	8	2	/

Back to the main list; the 2 compounds before the break are reprinted first.
Below each compound – bIAP inhibitor	L major viab	PPARg SRC-3 ag	RAM network inh	PPARg SRC2 recr	Redox H2O2 prof	TR-FRET SRC-2 ct	Efa HMGR inh	PPARg SRC1 recr	S1P3 antagonist	ROMK primary
- O=C(Nc1ccc(Cl)c(C(F)(F)F)c1)c1ccco1
 : 20	31	8	-0.7	5	2.5	1785	1	8	2	/
- Cc1ccc(C)c(N(CC(=O)NCc2ccco2)C(=O)CCC(=O)Nc2ccccn2)c1
 : 13	53*	0	-0.9	-2	1.5	1402	2	2	3	/
- O=C(O)C1C2C=CC(C2)C1C(=O)NCCc1cccc(Cl)c1 (stereo not drawn)
 : -16	-4	-16	0.8	0	2.0	1375	-1	2	-6	/
- CCCSc1nnc(-c2ccccc2N)c(=O)[nH]1
 : 11	-7	3	1.6	-7	0.2	1642	1	7	-60	0.066
- CC(C)(C)OC(=O)N1CCC(c2c(C(=O)O)cnn2-c2ccc(Cl)cc2)CC1
 : 0	-4	-9	3.0	2	-0.2	1367	-2	2	-11	/
- COC(=O)C1CCN(CC(=O)NC(=O)NC2CCCCC2)CC1
 : -31	-6	-6	-0.1	4	0.1	1569	-3	-4	-3	0.42
- CCOc1ccc(-c2nnc(-c3ccncc3)o2)cc1
 : 9	10	-5	-0.8	1	-0.2	1521	5	2	6	/
- C=C(C)c1cccc(C(C)(C)NC(=O)N2CCN(C/C=C/c3ccccc3)CC2)c1
 : -20	28	-8	2.0	-8	-0.1	1418	-2	-10	/	/
- COc1ccc(-c2c(C)[nH]n3c(=O)c(Cc4ccccc4)c(C)nc23)cc1
 : 28	81*	-6	3.9	1	0.6	1416	-7	-1	9	/
- COc1ccc2[nH]c(=O)c(CN(Cc3nnnn3Cc3ccc(F)cc3)CC3CCCO3)cc2c1 (stereo not drawn)
 : 0	23	10	0.3	0	-0.1	1466	4	2	-36	-1.4
- Cc1ccccc1NC(=O)c1ccc(C)c(S(=O)(=O)Nc2ccccn2)c1
 : 25	-4	-2	2.2	0	-1.9	1562	-7	1	/	/
- CCN1CCN(S(=O)(=O)c2ccc(S(=O)(=O)NCC3CCCO3)cc2)CC1 (stereo not drawn)
 : -7	-2	-6	0.9	1	0.1	1854	-2	8	/	0.11
- Cc1ccc(NC(=O)C2CC(=O)NC(Nc3cccc(C)c3)=N2)cc1 (stereo not drawn)
 : -27	-2	-12	3.3	-2	1.6	1528	0	-7	-16	/
- COC(=O)c1ccc(NC(=S)NCCc2cccc(C)c2)cc1
 : 34	-4	11	1.6	10	0.5	1786	-9	9	/	/
- Cc1cc(C)n(C(=O)COc2ccc(Cl)cc2Cl)n1
 : 9	-8	4	3.2	4	0.7	1583	-1	-2	/	0.38
- CCOc1ccc(C(=O)C2CCN(C(=O)c3ccccc3C(=O)O)CC2)cc1
 : -2	-4	1	-0.5	-1	2.5	1543	-3	0	2	/
- Cc1cccc(Nc2nnc(SCC(=O)c3ccc(Br)s3)s2)c1C
 : -16	-2	7	3.9	16	-0.3	1770	-2	13	-15	1.4
- O=C(CCCc1ccccc1)NC1CC1
 : -4	-6	-4	0.6	0	-0.1	1436	0	6	-9	-0.04
- Cc1ccc(CN2CCN(Cc3ccc(C)s3)CC2CCO)cc1 (stereo not drawn)
 : -5	8	2	1.4	4	-1.4	1397	-1	-4	5	/
- CN(C)/C=C(\C#N)C(=O)Nc1ccc(F)cc1
 : -1	-6	5	-0.3	-1	2.8	1464	-4	-7	/	/

Assay outcomes deposited in PubChem BioAssay by several laboratories.
